Assay outcomes (PubChem BioAssay)
West Nile virus CPE: West Nile virus antiviral activity, cell-based, CPE readout (AID 1621); West Nile virus-infected cells, CPE inhibition; higher % means a stronger effect; CPE inhibition, % at 10 µM; hits with a dose series show IC50 in µM; 290,000 compounds, 0.02% hits; in the data active = a potency from the dose series; also: strong numbers were not always called active
Salmonella PhoP GFP: inhibitors of PhoP regulon expression, primary screen, Salmonella Typhimurium, GFP reporter (AID 1863) | S. Typhimurium PhoP-regulated promoter GFP reporter, 4 h; higher % means a stronger effect | one-dose inhibition, % at 50 µM; IC50 in µM for titrated hits | 300,000 compounds, 0.16% hits;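 active = inhibition over 29.93%, a cutoff 3 SD above the screen mean, later confirmed by dose response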;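 also: 0% = low Mg2+ inducing control and 100% = high Mg2+ repressing control; strong numbers were not always called active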
ER stress rescue: rescue of cells from ER stress-induced death, primary screen, 384-well, CSM14.1, thapsigargin, ATP luminescence (AID 1222); CSM14.1 thapsigargin-induced death rescue, ATP luminescence; higher % means a stronger effect; cellular ATP content (survival), % at 20 µM, or EC50 in µM where a hit was titrated; 190,000 tested, under 10 active;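 active = EC50 below 50 µM in the dose-response confirmation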;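 also: death triggered by thapsigargin at about 15 µM added after 2 h compound pretreatment; cell ATP read after overnight thapsigargin exposure of roughly 18 to 22 hours; normalized against plate controls of thapsigargin alone and 5% DMSO vehicle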
MgcRacGAP inhibition: MgcRacGAP GTPase-activating activity inhibitors, confirmation, biochemical, ADP Hunter fluorescence; Rac GTPase-activating protein 1 (Homo sapiens); MgcRacGAP-stimulated Rac1 GTP hydrolysis, ADP Hunter fluorescence; higher % means a stronger effect; GST-tagged Rac1 F28L mutant substrate; AID 624330, 2012; inhibition, % at 30 µM; hits with a dose series show IC50 in µM; 340,000 compounds, 0.6% hits;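 active = first-screen hits whose inhibition reached a set limit at any dose in the follow-up dose series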;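 also: fluorescence reports GDP produced by GAP-driven GTP hydrolysis; strong numbers were not always called active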
SV40 large T antigen: SV40 large T antigen inhibitors, biochemical (AID 1903) | one-dose inhibition, % at 20 µM; IC50 in µM for titrated hits | 310,000 compounds, 0.39% hits | SV40 large T antigen ATPase/helicase inhibition assay; higher % means a stronger effect; in the data active = a potency from the dose series; also: strong numbers were not always called active
LYP phosphatase: inhibitors of LYP phosphatase, biochemical, fluorescence intensity, uHTS (AID 1779) | 290,000 compounds, 0.054% hits | recombinant LYP phosphatase, fluorescence intensity; higher % means a stronger effect | inhibition, % at 11.5 µM; hits with a dose series show IC50 in µM | Tyrosine-protein phosphatase non-receptor type 22 (Homo sapiens); in the data active = inhibition above about 50%;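 also: plate controls were vehicle with enzyme for no effect and no enzyme for full effect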
GPR35 arrestin U2OS: GPR35 antagonists blocking zaprinast-driven arrestin recruitment, primary screen, imaging, U2OS, beta-arrestin-GFP, zaprinast agonist (AID 2058). G-protein coupled receptor 35 (Homo sapiens). U2OS GPR35 beta-arrestin-GFP translocation imaging, zaprinast antagonism; higher % means a stronger effect. inhibition, % at 10 µM, or IC50 in µM where a hit was titrated. 290,000 compounds, 0.052% hits;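 active = inhibition of at least 50% with at least 30 cells and total cytoplasm GFP at most 10,000,000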
NS5 inhibitors: Dengue-2 NS5 methyltransferase inhibitors, primary screen, biochemical, confirmation dose response (AID 588689); Genome polyprotein (Dengue virus type 2 (strain 16681-PDK53)); Dengue-2 NS5 methyltransferase capping enzyme assay, biochemical; higher % means a stronger effect; inhibition, % at 25 µM; hits with a dose series show IC50 in µM; 340,000 compounds, 0.3% hits; in the data active = a potency from the dose series
RSV CPE inhibition: RSV antiviral activity via CPE protection, HEp-2 cells, primary 10 µM value included (AID 2391). HEp-2 cells, RSV-induced CPE inhibition; higher % means a stronger effect. one-dose CPE inhibition, % at 10 µM; IC50 in µM for titrated hits. 310,000 compounds, 0.13% hits; in the data active = a potency from the dose series; also: strong numbers were not always called active
NS5 inhibitors pilot replicate: also measured in NS5 inhibitors; calls as there; inhibition, %; measured here: pilot screen replicate inhibition
Starred values were filed as active, the others as inactive; nt = no result given; & = joins results of further samples.

Start of the listing, in advance:
SMILES	West Nile virus CPE	Salmonella PhoP GFP	ER stress rescue	MgcRacGAP inhibition	SV40 large T antigen	LYP phosphatase	GPR35 arrestin U2OS	NS5 inhibitors	RSV CPE inhibition	others
Cc1cc(C)nc(NS(=O)(=O)c2ccc(NC(=O)c3cc4c(=O)n5cccc(C)c5nc4n3C)cc2)n1	-0.8%	-1%	nt	7%	3%	-8%	16%	-4%	-1.1%
CCCCOc1ccc(C(=O)NCC(=O)OC2CCOC2=O)cc1 (centres undefined)	nt	-3%	6.1%	8%	11%	-6%	5%	-2%	1.2%
CCc1ccc(/C=C2\Oc3cc(OC(=O)N4CCOCC4)ccc3C2=O)cc1	-1.4%	2%	-3.5%	5%	13%	2%	-1%	2%	9.3%
Cc1[nH]n(-c2ccc([N+](=O)[O-])cc2)c(=O)c1C=NCCN1CCN(C(=O)c2ccccc2)CC1	-0.9%	-3%	-2.3%	5%	1%	1%	14%	-2%	-0.8%

Main list (from the top)
SMILES	West Nile virus CPE	Salmonella PhoP GFP	ER stress rescue	MgcRacGAP inhibition	SV40 large T antigen	LYP phosphatase	GPR35 arrestin U2OS	NS5 inhibitors	RSV CPE inhibition	others
Cc1cc(C)nc(NS(=O)(=O)c2ccc(NC(=O)c3cc4c(=O)n5cccc(C)c5nc4n3C)cc2)n1	-0.8%	-1%	nt	7%	3%	-8%	16%	-4%	-1.1%
CCCCOc1ccc(C(=O)NCC(=O)OC2CCOC2=O)cc1 (centres undefined)	nt	-3%	6.1%	8%	11%	-6%	5%	-2%	1.2%
CCc1ccc(/C=C2\Oc3cc(OC(=O)N4CCOCC4)ccc3C2=O)cc1	-1.4%	2%	-3.5%	5%	13%	2%	-1%	2%	9.3%
Cc1[nH]n(-c2ccc([N+](=O)[O-])cc2)c(=O)c1C=NCCN1CCN(C(=O)c2ccccc2)CC1	-0.9%	-3%	-2.3%	5%	1%	1%	14%	-2%	-0.8%
CC(=O)C1(C)OC(N)=C(C#N)C(c2ccccc2)C1(C#N)C#N (centres undefined)	0.3%	-12%	-2.2%	12%	3%	-6%	-4%	7%	1.4%
Cc1ccc(OCCC(=O)OC(C)C(=O)Nc2c(C)n(C)n(-c3ccccc3)c2=O)cc1 (centres undefined)	nt	5%	nt	11%	-4%	nt	nt	-4%	1.7%
Clc1cc(Cl)cc(CN2CCSCC2)c1	0.3%	-5%	nt	14%	7%	-2%	28%	7%	nt
COc1cc(CC(=O)OCC(=O)c2ccc3c(c2)OCCO3)cc(OC)c1OC	0.0%	0%	-3.5%	17%	1%	-9%	-10%	-3%	5.2%
O=C(O)CC/C(=N/NC(=O)CNC(=O)Cc1ccc(Cl)cc1)c1ccccc1	0.3%	-3%	nt	6%	15%	-8%	-5%	-2%	1.1%
CCc1ccc(CNn2cnnc2SCC(=O)NC(C)(C)C)cc1	-1.0%	6%	-0.6%	5%	18%	-3%	5%	-1%	-1.5%
O=C(O)CCCNC(=O)c1ccc(NC(=O)Cc2ccc(Cl)cc2)cc1	0.6%	-4%	-1.4%	7%	4%	-7%	-11%	-4%	-1.0%
Cc1cc(C(=O)NCC(c2cccs2)N2CCOCC2)ccc1[N+](=O)[O-] (centres undefined)	1.4%	7%	nt	11%	4%	-20%	8%	-2%	1.4%
Cc1ccc(S(=O)(=O)n2[nH]c(=O)cc2N)cc1	-0.8%	-1%	0.9%	11%	5%	-5%	4%	-1%	0.2%
O=S(=O)(Oc1ccccc1N1CCCCC1)c1ccccc1	-0.2%	-13%	nt	6%	2%	1%	-1%	-5%	3.9%
N#Cc1cnc2sc3ccccc3n2c1=N	0.5%	-9%	0.0%	11%	5%	-3%	17%	-7%	0.3%
N#CCCSc1ccccc1NC(=O)c1ccc(S(=O)(=O)N2CCCC2)cc1	-0.2%	-3%	-2.3%	nt	5%	-4%	14%	nt	nt
COc1ccc(C(=O)Nc2cc(C)on2)cc1S(=O)(=O)N1CC(c2ccccc2)CC1=O (centres undefined)	-0.4%	-4%	-0.8%	nt	6%	1%	-4%	nt	-0.7%
COc1cc2c(cc1OC)C1(CCCC1)CNC2c1cccc([N+](=O)[O-])c1 (centres undefined)	0.9%	5%	8.3%	7%	-2%	-6%	-8%	1%	-2.2%
CCn1c2ccccc2c2nnc(SCC(=O)Nc3cc(C)on3)nc21	-0.6%	-11%	-2.6%	6%	3%	-8%	22%	-4%	-0.1%
CCCc1ccc(OCC(O)CN2CCN(c3ccccn3)CC2)cc1 (centres undefined)	-0.2%	0%	nt	-11%	7%	-8%	3%	0%	1.6%
CCCC(=O)C1=C(N(C)c2ccccc2)CC(C)(C)CC1=O	-0.9%	4%	nt	2%	13%	-8%	7%	-6%	-2.7%
COCCOc1ccc(C(F)(F)F)cc1NC(=O)c1ccccc1F	-0.4%	-7%	-4.6%	6%	8%	-5%	7%	-2%	2.4%
CC(O)C(NS(=O)(=O)c1ccc(Cl)cc1)C(=O)OCC(=O)N1CCN(c2ccccc2)CC1 (centres undefined)	0.0%	-2%	0.1%	-4%	8%	-7%	3%	1%	1.1%
Clc1ccc(-c2nnc(-c3ccccc3Cl)o2)cc1	0.0%	-5%	-4.1%	5%	20%	6%	26%	1%	4.8%
CCc1cccc(C)c1NC(=O)COC(=O)C1CCN(S(=O)(=O)c2ccccc2)CC1	nt	2%	nt	4%	8%	nt	nt	1%	1.8%
COc1ccc(-c2nc3ccccc3c(=O)n2CC(C)C)cc1	0.5%	3%	nt	2%	7%	-1%	-2%	-1%	3.6%
COc1ccc(CN(C)C(=O)c2ccccc2Sc2ccccc2C#N)cc1OC	-0.4%	-2%	nt	9%	9%	-8%	-22%	3%	6.4%
CC1=Nc2ccc(C)cc2/C1=C/c1c(N)n2oc(C)cc2nc1=O	0.2%	-12%&-6%	-0.7%	4%&10%	-18%&6%	-7%&-5%	-5%&-4%	23%&-4%	-1.2%&1.0%
CCCCn1c(N)c(N(CC(C)C)C(=O)c2cc(=O)[nH]c3ccccc23)c(=O)[nH]c1=O	nt	-6%	nt	3%	8%	nt	nt	-10%	3.7%
CC(=O)Nc1cccc(NC(=O)CSc2nnnn2C(C)C)c1	-0.5%	18%	1.8%	6%	10%	-2%	12%	-9%	0.8%
COC(=O)c1ccccc1-c1ccc(/C=N/NC(=O)c2cc3ccccc3o2)o1	-0.8%	23%	-1.4%	11%	5%	3%	-6%	-4%	4.2%
Cc1cnc(C(=O)OC(C)C(=O)Nc2ccc(Cl)cn2)cn1 (centres undefined)	nt	2%	nt	6%	5%	nt	nt	6%	-1.4%
CC(=O)c1ccccc1NC(=O)COC(=O)/C=C/c1cccs1	nt	-6%	nt	3%	17%	nt	nt	-7%	-1.4%
COc1ccc(C(CC(=O)O)NC(C)=O)cc1OC (centres undefined)	-0.2%	-12%	-0.6%	7%	1%	6%	4%	3%	3.3%
CN(C)S(=O)(=O)c1ccc(C(=O)NCc2cccs2)cc1	0.5%	2%	nt	3%	5%	-4%	11%	-6%	0.6%
COC(=O)c1ccc(N2CCOCC2)c(NC(=O)c2ccc(Br)o2)c1	-0.3%	5%	nt	7%	11%	-6%	8%	2%	0.8%
Cc1ccc(CCN2CC(C(=O)NCCN(C)C)CC2=O)cc1 (centres undefined)	-0.2%	6%	nt	7%	9%	-9%	5%	0%	0.6%
CCNC(=O)/C(C#N)=C/c1c(N2CCN(c3ccccc3)CC2)nc2c(C)cccn2c1=O	-0.7%	-6%	nt	10%	6%	1%	1%	5%	2.1%
Nc1nc(SCC(=O)N2CCOCC2)n[nH]1	-0.1%	3%	-0.5%	8%	2%	-7%	8%	-5%	-1.6%
Cc1ccc(C)[n+](CC(=O)N2CCCCC2)c1	0.2%	6%	-0.1%	0%	19%	-5%	-3%	2%	nt
O=C(CCc1ccc(S(=O)(=O)N2CCOCC2)cc1)Nc1ccc2ccccc2c1	-0.5%	-10%	-2.2%	3%	12%	-9%	11%	0%	2.7%	NS5 inhibitors pilot replicate=-1.7
CN(C)S(=O)(=O)c1ccc(N2CCCC2)c(C(=O)NC2CCCCC2)c1	nt	-1%	nt	1%	2%	nt	nt	-5%	-2.1%
CCCC/C(O)=C1\C(=O)CC(C)(C)CC1=Nc1ccc(N)cc1	-1.0%	-8%	0.4%	-1%	6%	0%	-16%	-3%	-0.2%
Cc1cccc(-c2nc3c(c(=O)c4ccccc4n3C)c(=O)n2-c2ccccc2)c1	-0.2%	0%	nt	8%	26%	7%	-13%	5%	nt
Cc1ccc2ncnc(Oc3ncccc3NC(=O)C(C)(C)C)c2c1	-0.3%	-4%	nt	10%	4%	-3%	-5%	-4%	1.9%
CSc1ccccc1NC(=O)CCn1c(=O)sc2ccccc21	0.6%	6%	-1.5%	8%	-3%	-4%	14%	-5%	2.5%
Cc1c(C(=O)O)sc(=S)n1-c1ccc(Cl)cc1	0.2%	-10%	-3.3%	5%	2%	3%	11%	-3%	1.4%
Cc1ccc(CNc2ncnc3c2cnn3-c2ccccc2)cc1	-0.2%	-1%	-2.6%	-4%	-1%	-12%	-2%	-9%	5.5%	NS5 inhibitors pilot replicate=-3.7
CC(=O)N1CCN(Cc2nc3cc(NC(=O)c4ccccc4Cl)ccc3n2C)CC1	0.0%	-6%	3.5%	7%	21%	-8%	-4%	-1%	6.3%
Cc1nnc(NC(=O)c2ccco2)s1	0.2%	-17%	nt	5%	15%	-7%	2%	4%	0.5%
O=C(COC(=O)CCc1ccc(S(=O)(=O)N2CCCCC2)cc1)Nc1cccc2ccccc12	0.6%	13%	-2.8%	8%	7%	0%	16%	-1%	0.9%
COc1cccc(C2C3=C(CCCC3=O)NC3=C2C(=O)c2ccccc23)c1 (centres undefined)	0.4%	4%	1.1%	nt	3%	-8%	1%	nt	4.3%
COc1ccccc1NC(=O)CSc1nc2n[nH]c(C)c2c(=N)n1-c1ccccc1Cl	0.7%	-8%	-0.5%	10%	2%	2%	26%	-4%	37%
O=C(/C=C/c1ccccc1)NC1CCCc2ccccc21 (centres undefined)	-0.7%	5%	0.1%	nt	8%	-3%	6%	nt	7.5%
Cc1ccc(-n2c(CC#N)n[nH]c2=S)c(C)c1	0.3%	-10%	nt	-7%	9%	-8%	-8%	-10%	1.8%
N#Cc1ccccc1CSc1ncccc1C(=O)O	0.1%	-12%	nt	8%	-2%	-11%	1%	1%	-0.8%
CCSc1nnc(NC(=O)CSc2nccn2-c2cccc(C)c2C)s1	0.1%	5%	-0.2%	nt	0%	-8%	3%	nt	4.4%
Cc1cccc(CSc2nnc(CCCCCNC(=O)OC(C)(C)C)o2)c1	-0.4%	2%	nt	6%	21%	-6%	-2%	-1%	10%
COC1CCN(C(=O)c2ccc3oc(Cc4ccc(Cl)cc4)nc3c2)CC1	-0.8%	5%	nt	5%	10%	-13%	0%	-5%	10%
N#CCCCSC1=C(C#N)C(c2ccccc2Cl)CC(=O)N1 (centres undefined)	-0.5%	-3%	0.1%	3%	2%	-2%	18%	1%	-0.3%
